# pPAFAH inh – pPAFAH enzyme inhibitors, primary screen, biochemical, fluorescence polarization, human | recombinant pPAFAH, FP-rhodamine probe fluorescence polarization | 1.5% of 330,000 active | AID 463082, 2010 | inhibition, % at 3.39 µM;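 active = inhibition above the mean inhibition across the screen plus 3 SD, cut at about 25% in these data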;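 note: inhibitors block binding of the rhodamine activity-based probe so polarization drops; 0% = enzyme with DMSO and 100% = wells lacking pPAFAH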
# PME-1 inh – PME-1 inhibitors via competitive probe labeling, primary screen, biochemical, fluorescence polarization, FP-Rh probe, HTS; Protein phosphatase methylesterase 1 (Homo sapiens), Q9Y570; recombinant PME-1; inhibition, % at 5.9 µM; 0.53% of 320,000 active; AID 2130, 2009;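 active = inhibition above the campaign mean of all compounds plus 3 SD, cut at about 26% in these data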;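 note: competitive labeling of PME-1 active site by serine hydrolase directed probe; 0% = PME-1 with DMSO and 100% = wells lacking PME-1 enzyme; inhibitors block probe labeling so polarization falls and inhibition rises; many of its hits are not listed in these tables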
# LYPLA1 inh – LYPLA1 inhibitors, primary screen, counter-screen for PME1 inhibitor project, biochemical, fluorescence polarization, FP-Rh probe ABPP; Acyl-protein thioesterase 1 (Homo sapiens), O75608; recombinant LYPLA1; inhibition, % at 5.9 µM; 0.16% of 320,000 active; AID 2174, 2009;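 active = inhibition above the mean of all tested compounds plus 3 SD, set per campaign, cut at about 14% in these data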;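 note: inhibitors block serine hydrolase probe labeling of LYPLA1 so polarization falls; 0% = enzyme with DMSO and 100% = wells lacking LYPLA1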
# Target sequence (O75608 whole entry, looked up): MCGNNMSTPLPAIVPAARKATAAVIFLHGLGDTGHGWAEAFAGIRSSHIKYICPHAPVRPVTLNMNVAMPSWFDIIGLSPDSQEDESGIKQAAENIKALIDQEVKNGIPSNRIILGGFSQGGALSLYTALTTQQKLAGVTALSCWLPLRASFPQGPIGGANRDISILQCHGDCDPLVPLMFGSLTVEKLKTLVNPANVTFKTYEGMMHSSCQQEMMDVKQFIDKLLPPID
# GSTO1 counter – inhibitors of recombinant GSTO1, primary screen, counter-screen for RBBP9 inhibitor project, biochemical, fluorescence polarization | activity-based probe fluorescence polarization | inhibition, % at 5.96 µM | 1.1% of 300,000 active;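 active = inhibition above the campaign mean inhibition plus 3 SD, cut at about 35% in these data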;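 note: 0% = GSTO1-1 with DMSO and 100% = wells lacking GSTO1-1 enzyme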
# Fam108B counter – mouse Fam108B serine hydrolase inhibitors, primary screen, counter-screen for RBBP9 inhibitor project, biochemical, fluorescence polarization | recombinant Fam108B, FP-Rh probe fluorescence polarization | inhibition, % at 9.51 µM | 0.33% of 300,000 active | AID 1947, 2009;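 active = inhibition above the screen mean inhibition plus 3 SD, computed separately per campaign, cut at about 18% in these data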;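 note: inhibitors lower polarization as less probe binds the enzyme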
# PAFAH2 FP inh – PAFAH2 enzyme inhibitors, primary screen, biochemical, fluorescence polarization, human; Platelet-activating factor acetylhydrolase 2, cytoplasmic (Homo sapiens), Q99487; recombinant PAFAH2, FP-rhodamine activity probe; inhibition, % at 3.39 µM; 0.99% of 340,000 active;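 active = inhibition above the mean over all tested compounds plus 3 SD, cut at about 30% in these data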;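 note: inhibitors block probe labeling of enzyme so polarization drops; 0% = enzyme with DMSO and 100% = wells lacking PAFAH2 protein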
# PAFAH1B2 FP inh – PAFAH1B2 enzyme inhibitors, primary screen, biochemical, fluorescence polarization, human; Platelet-activating factor acetylhydrolase IB subunit alpha2 (Homo sapiens), P68402; recombinant PAFAH1B2, FP-rhodamine activity probe; inhibition, % at 3.39 µM; 1.2% of 340,000 active; AID 492953, 2010;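 active = inhibition above the mean of all tested compounds plus 3 SD, cut at about 24% in these data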;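 note: 0% = enzyme with DMSO and 100% = wells lacking PAFAH1B2; many of its hits are not listed in these tables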
# Target sequence (P68402 whole entry, looked up): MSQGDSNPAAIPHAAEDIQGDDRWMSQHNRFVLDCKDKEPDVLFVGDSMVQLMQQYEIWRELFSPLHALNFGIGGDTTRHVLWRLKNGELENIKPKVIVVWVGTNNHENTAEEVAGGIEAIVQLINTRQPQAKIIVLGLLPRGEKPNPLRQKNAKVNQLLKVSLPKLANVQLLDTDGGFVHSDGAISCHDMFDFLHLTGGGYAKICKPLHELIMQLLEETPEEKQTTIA
# PAFAH1B3 inh – PAFAH1B3 enzyme inhibitors, primary screen, biochemical, fluorescence polarization, human | inhibition, % at 3.39 µM | Platelet-activating factor acetylhydrolase IB subunit alpha1 (Homo sapiens), Q15102 | AID 492972, 2010 | recombinant PAFAH1B3, FP-rhodamine probe | 0.28% of 340,000 active;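 active = inhibition above the screen-wide average of all tested compounds plus 3 SD, cut at about 25% in these data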;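 note: 0% = enzyme with DMSO only and 100% = wells lacking PAFAH1B3 protein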
# PAD4 FP inh – human PAD4 inhibitors, primary screen, biochemical, fluorescence polarization, 1536-well format; recombinant PAD4, RCA probe fluorescence polarization; inhibition, % at 6.36 µM; 0.41% of 330,000 active;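 active = percent inhibition above a cutoff equal to the mean of all tested compounds plus 3 SD, cut at about 15% in these data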;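 note: 0% = PAD4 with RCA probe and DMSO and 100% = probe without PAD4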
# Target sequence (Q9UM07 whole entry, looked up): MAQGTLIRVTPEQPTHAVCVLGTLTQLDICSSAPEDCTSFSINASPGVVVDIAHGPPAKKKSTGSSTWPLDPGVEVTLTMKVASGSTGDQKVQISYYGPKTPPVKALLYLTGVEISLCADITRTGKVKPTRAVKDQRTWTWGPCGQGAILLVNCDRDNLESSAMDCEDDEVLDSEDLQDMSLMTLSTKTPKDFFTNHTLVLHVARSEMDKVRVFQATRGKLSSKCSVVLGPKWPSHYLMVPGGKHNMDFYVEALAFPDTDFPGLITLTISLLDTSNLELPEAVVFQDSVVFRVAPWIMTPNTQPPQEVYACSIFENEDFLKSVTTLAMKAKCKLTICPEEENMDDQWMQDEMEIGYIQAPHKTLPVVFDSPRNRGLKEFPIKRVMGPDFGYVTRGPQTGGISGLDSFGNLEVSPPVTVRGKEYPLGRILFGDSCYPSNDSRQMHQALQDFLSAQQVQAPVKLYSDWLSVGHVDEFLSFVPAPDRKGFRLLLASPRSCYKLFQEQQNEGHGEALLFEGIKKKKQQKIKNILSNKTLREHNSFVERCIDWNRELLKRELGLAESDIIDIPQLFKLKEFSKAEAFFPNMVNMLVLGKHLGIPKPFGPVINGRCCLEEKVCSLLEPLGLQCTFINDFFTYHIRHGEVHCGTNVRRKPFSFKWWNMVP
# An asterisk follows results filed as active; nt = not tested or not shown.
SMILES,pPAFAH inh,PME-1 inh,LYPLA1 inh,GSTO1 counter,Fam108B counter,PAFAH2 FP inh,PAFAH1B2 FP inh,PAFAH1B3 inh,PAD4 FP inh
CCN(CC)CCN1C(=O)C(=O)/C(=C(/O)c2ccc(F)cc2)C1c1ccncc1 (centres undefined),4,-7,-2,1,1,-3,4,-1,0
O=C(NCCCn1ccnc1)c1ccc(Br)c(S(=O)(=O)N2CCOCC2)c1,2,0,2,7,2,2,1,3,-1
CC(C)(C)c1cccc(/C=N/O)c1O,1,21,0,4,10,-12,2,13,0
CCc1cccc(CC)c1N1C(=O)c2cc(N3CCOCC3)c([N+](=O)[O-])cc2C1=O,5,7,0,6,-1,1,4,4,0
O=C(COc1ccc(Cl)cc1)Nc1nnc(S(=O)(=O)N2CCCCCC2)s1,1,-1,-3,-72,-3,18,11,23,3
O=C(CN1CCCC1=O)NC1C2CC3CC(C2)CC1C3 (centres undefined),-2,4,-1,4,7,-4,5,4,-1
CCOc1ccc(Oc2ccc(-c3nnc(-c4ccccc4)o3)cc2[N+](=O)[O-])cc1,2,1,0,6,3,0,-3,-2,4
Cc1ccccc1CC(=O)Nc1ccc(S(=O)(=O)N2CCN(C)CC2)cc1,-4,-3,-2,3,2,-1,11,-3,1
CCOc1ccc(NS(=O)(=O)c2cc3c4c(c2)C(C)C(=O)N4CCC3)cc1 (centres undefined),26*,9,2,12,1,3,2,4,-2
CC1(C)CC(=O)C(C=NCCN2CCN(CC(=O)Nc3ccccc3)CC2)=C(O)C1,-1,2,3,3,1,-2,1,2,4
COc1ccc(C(=O)Nc2ccc3c4c(cccc24)CC3)cc1,3,4,1,5,1,3,1,8,-1
COc1ccc(OC)c(-n2nnnc2SCC(=O)Nc2cc(C)ccc2OC)c1,2,0,0,7,3,6,0,2,-3
CCCn1c(=O)[nH]c(=O)c2c1nc(-c1ccc(OC(F)F)cc1)n2CCN1CCOCC1,-5,-10,1,-5,-3,-10,-6,6,0
O=C(CN(Cc1ccccc1)S(=O)(=O)c1ccccc1)N/N=C/c1ccccc1[N+](=O)[O-],0,-5,-2,-11,0,7,2,1,-9
CCCOc1cccc(-c2nnc(NC(=O)c3ccco3)s2)c1,3,9,3,-6,5,15,4,7,0
COc1ccc(-c2nc3ccccc3nc2-c2ccccc2)cc1,0,-3,1,-7,-3,-1,-2,6,1
CN(CC(=O)Nc1c(Cl)cccc1Cl)C(=O)Cc1ccc(S(=O)(=O)N2CCOCC2)s1,-2,1,5,-1,3,-3,-4,5,1
Cc1ccsc1C(=O)Nc1ccccc1N1CCCC1,2,-4,-1,-1,1,-1,-4,2,-1
O=C(NCc1ccncc1)C(=O)Nc1nc2ccccc2s1,-2,5,-1,-3,-4,3,-1,-4,-4
COc1ccc(OC)c(N(C(=O)c2snc(C(N)=O)c2N)C(C(=O)NCc2ccccc2)c2ccc(O)cc2)c1 (centres undefined),2,5,1,-9,-7,3,4,7,-5
Cc1cc(O)c(-c2cc(O)c(C)cc2O)cc1O,4,1,0,82*,1,6,0,8,-1
COc1ccccc1CNC(=O)C(C)Sc1ccsc1[N+](=O)[O-] (centres undefined),8,10,1,6,-1,11,12,7,2
Cc1ccc(C(=O)N2CCC(C)CC2)cc1C,3,6,1,4,-4,0,7,4,-7
Cc1ccccc1NC(=O)Cc1nc(COC(=O)c2cccc([N+](=O)[O-])c2)cs1,4,2,4,3,7,1,-2,8,1
O=C(Nc1ccc(N2CCOCC2)c(Cl)c1)c1ccc(Cl)cc1,2,2,0,8,3,-1,5,10,0
CC(C)(C)c1ccc(OCCCC(=O)N2CCOCC2)cc1,6,5,-2,1,1,1,6,-1,-2
O=C(CSc1nc2ccccc2c(=O)n1Cc1ccco1)c1ccccc1,1,-3,-1,7,6,0,-1,6,5
COc1cccc(NC(=S)Nc2cc(C)cc(C)n2)c1,4,-6,-1,-7,6,1,4,3,1
O=C(Oc1ccc(N2C(=O)CCC2=O)cc1)c1ccccc1,-3,-3,2,5,4,4,2,4,4
CCOc1ccc(/C=N/NC(N)=S)cc1,1,4,-4,-4,5,-9,9,1,-1
CC1CC(OC(=O)C(O)c2ccccc2)CC(C)(C)N1C (centres undefined),2,-6,0,5,-1,9,5,2,3
Cc1cc(C)cc(NC(=O)C2CCCN2S(=O)(=O)c2ccc3c(c2)n(C)c(=O)c(=O)n3C)c1 (centres undefined),1,4,5,-4,2,3,-3,3,-1
O=C(NC(=S)Nc1ccccc1N1CCCCC1)c1ccccc1,0,-3,-5,2,-6,-4,5,0,-2
CCOC(=O)C(NC(C)=O)C(=O)Nc1ccc(C)cc1C (centres undefined),0,-5,2,4,-3,4,3,-3,-5
OC(CN1CCC(Cc2ccccc2)CC1)c1ccccc1 (centres undefined),1,-8,-2,0,5,-8,3,6,8
Cc1cc[n+](CCc2ccccc2)cc1C,-4,4,0,-4,-6,-2,0,6,-4
Cc1ccc(-c2cnco2)cc1,-1,6,-3,5,2,-14,5,10,-3
COC(=O)c1c(-c2ccccc2)csc1N,-3,2,-1,1,4,15,15,3,-3
O=C(N/N=C/c1sc(=O)n(-c2ccccc2)c1Cl)c1ccccc1,4,-12,-4,-7,-3,-7,1,2,-4
Cn1c(-c2ncc(F)cc2F)cc2onc(-c3c(F)cccc3Cl)c2c1=O,7,nt,nt,nt,nt,2,1,1,-3
CCCCNC(=O)N1CCCC(N(C)CCc2ccc(OC)c(OC)c2)C1 (centres undefined),7,-1,-4,0,2,-6,-3,8,-4
COc1ccc(OC)c(-c2csc(NC(=O)Cn3[nH]c(=O)c4ccccc4c3=O)n2)c1,-10,-13,-10,17,-7,-3,-3,-1,-9
O=C/C(=C\Nc1ccc(Cl)cn1)c1nc2cc(Cl)ccc2o1,5,4,-2,4,1,2,4,4,-2
O=C(NCCc1ccccc1)C1CCCN1C(=O)Nc1ccc(F)cc1 (centres undefined),0,-4,3,0,2,-3,4,7,-4
CCOc1ccccc1N(CC(=O)N1CCCCCC1)S(C)(=O)=O,6,-2,1,3,-4,7,1,4,-8
O=C(NCc1ccc2c(c1)OCO2)c1ccc(Cl)c(S(=O)(=O)N2CCOCC2)c1,-3,-1,0,-3,-3,7,4,0,-1
CCOc1cc(/C=N/Nc2ncnc(Cl)c2N)ccc1O,-1,-4,0,9,5,6,8,5,0
Cc1ccc(-c2noc(CCCC(=O)NCC3CCCO3)n2)cc1 (centres undefined),-4,-5,-3,3,4,1,4,9,2
CC(CCc1ccccc1)NC(=O)c1cccc([N+](=O)[O-])c1 (centres undefined),0,-11,1,0,-1,1,3,2,-4
COc1ccccc1S(=O)(=O)Cc1ccc(C(=O)NCc2ccc3c(c2)OCO3)o1,3,6,-2,11,-3,3,9,0,1
Cc1cc(NS(=O)(=O)c2ccc(NC(=S)Nc3ccc(Cl)cc3C)cc2)no1,3,-4,-2,4,0,-1,7,1,-2
OCC[C@@H]1C[C@H](O)[C@@H](O)[C@]2(CCCc3ccccc3O2)O1,7,1,1,3,-2,4,4,1,-5
O=C(NC1(C(=O)NC2CCCC2)CCCCC1)c1ccc2c(c1)OCO2,7,1,-1,4,1,-3,0,-5,-1
Cc1ccc(-c2nn(C)c(=O)c3ccccc23)cc1CN1CCCCC1,0,-1,-1,-3,0,0,3,9,0
O=C(COC(=O)c1nc(Cl)ccc1Cl)NCc1ccc(Cl)cc1,11,2,-1,nt,nt,6,5,8,-1
Cc1ccc(C)c(SCC(=O)Nc2ccc(C)c(S(=O)(=O)N3CCOCC3)c2)c1,2,4,-4,nt,nt,9,5,-2,0
Cc1ccc([C@@H]2[C@@H]3C(=O)N(c4ccccc4)C(=O)[C@@H]3[C@]3(C)C(=O)N(Cc4ccc(-c5ccccc5)cc4)CC(=O)N23)o1,7,-2,0,8,-1,8,-3,7,1
Brc1cccc(-c2nnc3sc(CN4CCC5(CC4)OCCO5)cn23)c1,5,3,-3,7,3,6,1,11,3
N#Cc1c(-c2ccc(F)cc2)nc2n(c1=O)CCS2,-5,3,-1,-2,0,-3,4,-1,-2
Cc1cc(C)cc(-c2nnc(SCC(=O)c3ccc4c(c3)OCCO4)o2)c1,-5,-4,2,6,-6,2,4,6,2

# 3 entries from above, arranged by molecular weight, lowest first:
SMILES,pPAFAH inh,PME-1 inh,LYPLA1 inh,GSTO1 counter,Fam108B counter,PAFAH2 FP inh,PAFAH1B2 FP inh,PAFAH1B3 inh,PAD4 FP inh
COC(=O)c1c(-c2ccccc2)csc1N,-3,2,-1,1,4,15,15,3,-3
O=C(CSc1nc2ccccc2c(=O)n1Cc1ccco1)c1ccccc1,1,-3,-1,7,6,0,-1,6,5
CCN(CC)CCN1C(=O)C(=O)/C(=C(/O)c2ccc(F)cc2)C1c1ccncc1 (centres undefined),4,-7,-2,1,1,-3,4,-1,0

# More records.
SMILES,pPAFAH inh,PME-1 inh,LYPLA1 inh,GSTO1 counter,Fam108B counter,PAFAH2 FP inh,PAFAH1B2 FP inh,PAFAH1B3 inh,PAD4 FP inh
O=C(O)c1cc(N/N=C/c2ccncc2)ccc1Cl,-3,-3,-2,0,4,0,3,4,1
COc1cccc(NC(=O)CN(C)S(=O)(=O)c2ccc3c(c2)NC(=O)CS3)c1,2,0,3,6,1,10,1,7,3
CCOC(=O)c1ccc(Cn2c(-c3ccccc3)nnc2-c2ccccc2)o1,-2,5,3,-4,-7,7,6,6,-9
OCCNCc1cccc(OCc2ccccc2Cl)c1,-1,0,4,9,0,-2,8,3,-2
CCN(c1ccccc1)S(=O)(=O)c1ccc(C(=O)NCC2(N(C)C)CCCCC2)cc1,2,0,-3,nt,nt,3,2,6,-5
Cc1cc(NC(=O)COC(=O)/C=C/c2ccc(C)o2)no1,-1,nt,nt,nt,nt,33*,-3,0,-4
CCN1C(=O)c2cccc3c(S(=O)(=O)NCc4ccccn4)ccc1c23,-2,-5,3,13,1,2,4,7,-2
CNc1ccc(Br)cc(C(=O)/C=C/c2ccc(Cl)cc2Cl)c1=O,51*,11,-7,35*,10,30*,4,4,-8
Cc1nn(CC(=O)Nc2cc(S(=O)(=O)N3CCOCC3)ccc2Cl)c(C)c1[N+](=O)[O-],-1,0,-3,nt,nt,6,7,10,0
Cc1cccc(NC(=O)CSc2ccc(-c3ccc4c(c3)OCO4)nn2)c1C,0,-4,3,5,4,1,2,4,0
CCC(C)NS(=O)(=O)c1ccc(OCC(=O)NCc2ccco2)cc1 (centres undefined),-2,1,-1,2,0,-1,2,0,-1
COc1ccc(C(OC(=O)c2ccco2)C(=O)NC(C)(C)C)cc1 (centres undefined),6,-1,1,4,2,-1,3,7,-1
CCOC(=O)Cc1nnc(NC(=O)CCc2ccccc2)s1,1,-17,-2,1,-5,1,5,3,6
CCCCCOc1ccc(/C=N/NC(=O)c2nnn(-c3nonc3N)c2CN2CCCCCC2)cc1,6,-2,-1,-1,-6,-3,2,4,-3
CN(C1=NS(=O)(=O)c2ccccc21)c1ccc(OC(=O)c2ccccc2)cc1,-4,-3,0,5,1,11,8,0,-4
Cc1cc(C)cc(OCc2nnc(SCC(=O)N3CCCCC3)o2)c1,3,1,0,4,1,3,1,-2,3

# A portion of the library; count on the stated rates, not on these rows.
